Bioassay records deposited in PubChem by several laboratories.
CHRM5 PAM – human M5 muscarinic receptor positive allosteric modulators, primary screen, CHO-K1 cells, Fluo-8 calcium fluorescence | hit rate 0.3% among 360,000 | activation, % at 3 µM | Muscarinic acetylcholine receptor M5 (Homo sapiens), P08912 | CHO-K1 hM5, ACh EC20 PAM; 0% = ACh EC20, 100% = ACh EC100;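 active means activation above the run cutoff, the mean activation of all test compounds plus 3 SD, cut at about 18% in these data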
Target sequence (P08912 whole entry, looked up): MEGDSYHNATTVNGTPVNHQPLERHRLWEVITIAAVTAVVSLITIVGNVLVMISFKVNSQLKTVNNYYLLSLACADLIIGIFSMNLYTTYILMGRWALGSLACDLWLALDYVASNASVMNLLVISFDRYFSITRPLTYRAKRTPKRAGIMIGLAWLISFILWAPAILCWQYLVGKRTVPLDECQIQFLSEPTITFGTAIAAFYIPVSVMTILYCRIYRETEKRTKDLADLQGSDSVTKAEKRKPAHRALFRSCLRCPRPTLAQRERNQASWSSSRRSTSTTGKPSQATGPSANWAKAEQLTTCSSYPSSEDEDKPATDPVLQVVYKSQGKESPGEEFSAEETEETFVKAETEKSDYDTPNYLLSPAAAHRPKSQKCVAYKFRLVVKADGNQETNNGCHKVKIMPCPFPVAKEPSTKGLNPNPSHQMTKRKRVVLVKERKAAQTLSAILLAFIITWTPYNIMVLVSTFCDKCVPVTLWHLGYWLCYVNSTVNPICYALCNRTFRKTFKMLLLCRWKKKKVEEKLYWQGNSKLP
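Assay system: CHO-K1 hM5 cells / Incubation: Fluo-8 loading 80 min at 37 °C plus 30 min room temperature / Technique: Fluo-8 calcium dye fluorescence, kinetic read / Repeats: single replicate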
M4 PAM – human M4 muscarinic receptor positive allosteric modulators, primary screen, CHO-K1 cells, Fluo-8 calcium fluorescence; Muscarinic acetylcholine receptor M4 (Homo sapiens), P08173; CHO-K1 hM4/Gqi5, ACh EC20; 0% = ACh EC20, 100% = maximal ACh; hit rate 0.4% among 360,000; activation, % at 3 µM;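 active means activation above its plate's cutoff, the mean activation of sample wells plus 3 SD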; further: some results filed as inactive read as strong as hits
Target sequence (P08173 whole entry, looked up): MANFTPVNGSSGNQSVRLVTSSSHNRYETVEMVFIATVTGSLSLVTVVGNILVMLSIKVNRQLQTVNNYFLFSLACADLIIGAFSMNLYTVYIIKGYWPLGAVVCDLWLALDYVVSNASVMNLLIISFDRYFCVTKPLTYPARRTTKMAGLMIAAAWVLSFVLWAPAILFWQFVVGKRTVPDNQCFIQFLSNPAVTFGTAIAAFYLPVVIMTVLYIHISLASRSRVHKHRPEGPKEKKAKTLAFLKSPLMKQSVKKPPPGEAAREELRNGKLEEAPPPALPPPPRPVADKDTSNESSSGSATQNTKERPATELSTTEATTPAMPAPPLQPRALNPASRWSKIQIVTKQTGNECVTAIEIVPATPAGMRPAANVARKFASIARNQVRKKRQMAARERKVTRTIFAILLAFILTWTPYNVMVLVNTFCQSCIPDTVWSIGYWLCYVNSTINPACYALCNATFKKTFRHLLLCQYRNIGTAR
IDE inh – human IDE inhibitors in live cells, primary screen, fluorescence polarization, HEK cells, FAbetaB substrate. Insulin-degrading enzyme (Homo sapiens), P14735. FAbetaB cleavage. inhibition, % at 5.59 µM. hit rate 0.41% among 320,000. AID 434962, 2010;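 active means percent inhibition above the average of all tested compounds plus 3 SD, set per screening campaign, cut at about 16% in these data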;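 further: IDE supplied by intact live HEK cells; FP after avidin binding of uncleaved biotin substrate so inhibition keeps polarization high; 0% = DMSO wells and 100% = 60 µM reference IDE inhibitor Ii1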
CRFR2-BP antag – antagonists of CRF-BP/CRF-R2 complex, primary screen, cell-based, HEK293, calcium dye fluorescence, uHTS. CRF-induced calcium fluorescence. inhibition, % at 11.8 µM. hit rate 0.59% among 350,000. AID 588475, 2011;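 active means inhibition of the ligand-induced calcium signal above about 50% at the single tested concentration, limit read from the data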
CHRM4 antagonist – human M4 muscarinic receptor antagonists, primary screen, CHO cells, Fluo-8 calcium fluorescence; inhibition, % at 3 µM; AID 624125, 2012; CHO-hM4 cells, ACh EC80; hit rate 0.73% among 360,000; Muscarinic acetylcholine receptor M4 (Homo sapiens), P08173;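 active means inhibition above its plate's cutoff, the mean inhibition of sample wells plus 3 SD, cut at about 27% in these data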;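 further: 0% = acetylcholine EC80 with DMSO and 100% = DMSO without agonist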
CHRM5 agonist – human M5 muscarinic receptor agonists, primary screen, CHO-K1 cells, Fluo-8 calcium fluorescence. hit rate 0.19% among 360,000. Muscarinic acetylcholine receptor M5 (Homo sapiens), P08912. AID 624037, 2012. CHO-K1 hM5 cells; 0% DMSO wells, 100% maximal acetylcholine response. activation, % at 3 µM;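 active means activation above the run's mean over test compounds plus 3 SD, cut at about 23% in these data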;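 further: signal is peak over basal fluorescence ratio across the kinetic read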
CHRM5 antagonist – human M5 muscarinic receptor antagonists, primary screen, CHO cells, Fluo-8 calcium fluorescence; CHO-hM5 cells, ACh EC80; inhibition, % at 3 µM; hit rate 0.59% among 360,000;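 active means inhibition above a per-plate cutoff, the mean of that plate's test compounds plus 3 SD, cut at about 27% in these data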;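 further: 0% = acetylcholine EC80 with DMSO and 100% = DMSO without agonist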
M4 ag – human M4 muscarinic receptor agonists, primary screen, CHO-K1 cells, Fluo-8 calcium fluorescence | Muscarinic acetylcholine receptor M4 (Homo sapiens), P08173 | CHO-K1 hM4/Gqi5; vehicle 0%, full acetylcholine response 100% | activation, % at 3 µM | hit rate 0.14% among 360,000 | AID 624127, 2012;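 active means activation above the run mean over all test wells plus 3 SD, cut at about 32% in these data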;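 further: peak over basal fluorescence ratio per well then scaled between controls; 0% = DMSO wells and 100% = acetylcholine at EC100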
CRFBP-R2 agonist – agonists of CRF-BP/CRF-R2 complex, primary screen, cell-based, HEK293, calcium dye fluorescence, uHTS | hit rate 0.46% among 350,000 | calcium dye fluorescence (FLIPR); percent of saturating CRF peptide response | activation, % at 13.2 µM | CRF-binding protein / CRF receptor 2 complex (human);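 active means activation of at least 50%, plus an integration ratio under a set limit after plate pattern correction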;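 further: plate controls were neutral control wells without compound for no effect and CRF at EC100 for full effect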
Starred values were filed as active, the others as inactive; x = no result given. Random draw from the library; overall some 2.9% were active at least once.

M4 ag	CRFBP-R2 agonist	CHRM5 PAM	CRFR2-BP antag	CHRM5 agonist	M4 PAM	SMILES	IDE inh	CHRM4 antagonist	CHRM5 antagonist
0	0.6	5	-8	-4	8	CCC(=O)N1CCc2cc(S(=O)(=O)NC(Cc3ccccc3)C(=O)NC3CCCC3)ccc21 (configuration not stated)	2	-13	-4
2	-1.1	-2	3	-3	5	O=C(NCc1cccs1)C1CCN(S(=O)(=O)c2cccc3nsnc23)CC1	4	3	8
0	4.2	2	17	-1	4	COc1ccc(N(C(=O)c2snc(C(N)=O)c2N)C(C(=O)NCc2ccccc2)c2ccc(O)cc2)cc1OC (configuration not stated)	x	-11	2
1	2.0	-9	6	-2	-1	C=CCN(CC=C)C(=S)NC(=O)c1ccc([N+](=O)[O-])cc1	-1	10	18
1	-0.7	-4	1	-2	14	CCn1c(O)c(N=NC(=O)CNC(=O)/C=C/c2ccco2)c2ccccc21	0	6	12
1	0.2	4	13	-1	5	O=C(CSc1nnc(NC(=O)C2CC(=O)N(c3ccc(F)cc3)C2)s1)NCC1CCCO1 (configuration not stated)	-2	-1	-4
1	-0.5	-2	-3	-7	11	CN1CCN(CCCNC(=S)Nc2ccc(F)c(Cl)c2)CC1	-3	5	-1
1	1.6	6	11	1	2	COc1ccc(Cl)cc1NC(=S)N1CCN(S(C)(=O)=O)CC1	-6	3	3
2	0.1	9	-14	-2	6	O=C(NC(=S)Nc1ccc2oc(=O)ccc2c1)c1cccc(Cl)c1	3	-6	-21
6	-2.2	3	2	3	6	Nc1nc(-c2ccccc2)nn1S(=O)(=O)c1ccccc1	1	-10	10
-1	-1.2	3	-12	-2	10	O=C(Nc1ccc(Cl)cn1)Nc1ccccc1F	2	-5	-4
1	0.3	16	10	-2	3	Cc1nc2ccccc2cc1C(=O)O	3	1	-9
1	0.0	5	5	0	1	O=C1C2(c3ccccc3)CN(CCCO)CC1(c1ccccc1)CN(CCCO)C2	-1	4	1
1	-0.5	-2	-1	3	0	COCCn1c(=O)[nH]c2cc(C(=O)NC3CCCCCC3)ccc2c1=O	-1	-20	-3
2	0.6	-6	-24	-2	7	COc1ccc2sc3ccccc3c(=O)c2c1OC	-2	-14	6
1	0.5	5	0	-1	0	CC(C)(C)NC(=O)CN(C(=O)CS(=O)CC(=O)Nc1ccc(F)cc1)c1ccc2c(c1)OCCO2 (configuration not stated)	7	-9	-5
11	-1.6	-10	-24	-4	-9	CN(CC(=O)Nc1ccc(F)c(Cl)c1)S(=O)(=O)c1cccc2nsnc12	7	1	-2
1	-1.0	8	-7	2	9	Cc1ccc(-n2nnc(-c3cc4ccccc4n3C)n2)cc1	3	-3	3
3	0.2	6	-8	3	5	COc1cc(/C=C2\SC(=S)N(NC(C)=O)C2=O)ccc1OC(=O)c1ccco1	22*	-10	3
-1	0.8	1	2	4	-6	CC(C(=O)N1CCCC1)N(C)CC(=O)Nc1cccc(F)c1 (configuration not stated)	1	6	-1
2	0.7	-5	5	-3	9	O=c1[nH]cc(-c2ccccc2)c(=O)[nH]1	-4	-28	5
0	1.4	11	-12	0	-1	Cc1c(C(=O)c2ccccc2)oc2ccc3ccccc3c12	7	-2	-4
8	1.0	-10	8	3	-3	O=C(CCNC(=O)c1ccccc1Cl)Nc1nc(-c2ccc(F)cc2)cs1	2	2	2
1	2.5	-2	-22	-1	3	CCNC(=O)N1C(=O)C2(OCCO2)c2ccccc21	1	0	1
0	-0.1	-8	-4	-1	-4	COCCNC(=O)NC(=O)CN1C(=O)NC(Cc2c[nH]c3ccccc23)C1=O (configuration not stated)	9	-1	9
1	-3.1	1	8	-1	5	CN1CCN(c2nc3c(c(=O)[nH]c(=O)n3C)n2CC(N)=O)CC1	3	5	-1
6	-0.6	-5	-3	3	-1	COc1ccc(-c2nnc(-c3cc(OC)c(OC)c(OC)c3)o2)cc1OC	2	-9	6
0	2.4	3	-6	-1	7	CCOCC(=O)Nc1cc([N+](=O)[O-])ccc1C	-3	9	2
0	0.1	-1	-3	0	-9	CCC(=O)N(Cc1ccccc1)c1ccccn1	-8	5	-4
7	0.8	0	-3	1	1	O=c1[nH]cc(S(=O)(=O)Nc2ccc3c(c2)OCO3)c(=O)[nH]1	-2	-7	5
0	-0.3	3	-5	-4	2	CCN(CCN1CCCC1)C(=O)C1CCC(=O)N(CCCN2CCOCC2)C1 (configuration not stated)	-4	0	5
1	-0.8	2	-1	-1	12	CC(=O)c1c(O)cc(C)n(Nc2nc(C)cc(C)n2)c1=O	1	-10	7
0	1.0	1	10	-2	-4	O=S(=O)(O)c1ccc(N=NNc2ccc(Br)cc2)cc1	2	-7	6
4	0.8	-2	-8	9	-4	Cc1cc(C)c2c(=O)n(CC(=O)NC3CCCC3)sc2n1	27*	4	7
6	1.2	1	9	2	11	Cc1ccc(S(=O)(=O)N2CCOCC2)cc1NC(=O)C(c1ccc(Cl)cc1)C(C)C (configuration not stated)	4	-21	1
0	0.3	4	-1	0	1	CC(C)CCNC(=O)C(C)N(Cc1ccc(F)cc1)C(=O)c1ccc(CN2CCOCC2)o1 (configuration not stated)	3	-5	-3
3	-3.0	0	5	1	-1	COc1ccccc1NC(=O)CN(Cc1ccco1)C(=O)c1cncc(Br)c1	1	19	6
2	-1.7	0	12	1	4	Cn1nc(-c2ccc(C(=O)Nc3cccnc3)cc2)c2ccccc2c1=O	-6	-11	1
2	0.4	12	-4	3	13	CC(C)N=c1c([N+](=O)[O-])nn(C)n1O	-2	0	0
3	0.6	5	-13	5	-3	Cc1cccc(NC(=O)CSc2nnc(NC(=O)c3ccco3)s2)c1	3	-14	-4
1	1.4	2	2	-1	8	O=C(COC(=O)c1ccc2c(c1)OCCO2)Nc1cc(S(=O)(=O)N2CCOCC2)ccc1Cl	4	3	10
3	0.4	-4	5	1	0	COc1ccccc1OCC(=O)OC/C(O)=C(\C#N)c1nc2ccccc2[nH]1	0	-2	1
8	-0.5	-4	8	-2	5	COc1ccc(CNC(=O)C2CC(c3ccccc3C(F)(F)F)=NO2)cc1 (configuration not stated)	5	3	9
5	-0.5	-11	2	-1	-5	COc1ccc(CNc2nc3ccccc3s2)cc1OC	-2	-2	10
7	-0.8	-15	4	1	-9	O=C(c1cc(S(=O)(=O)N2CCN(c3ccccc3)CC2)ccc1Cl)N1CCCCCCC1	-4	15	8
1	-0.2	6	-14	5	0	COc1ccc(-c2nn(-c3ccccc3)cc2C(N)=O)cc1OC	1	3	4
6	-1.0	-7	12	2	1	O=C(NC(=S)Nc1ccc(S(=O)(=O)Nc2ncccn2)cc1)c1ccc(Br)cc1	0	11	10
0	-0.7	3	-1	-6	5	O=C(Nc1ccccc1)N1CCCC(c2nc(-c3ccc(F)cc3)no2)C1 (configuration not stated)	7	0	-3
2	-6.1	-8	21	-5	3	Cc1nc2ccccc2c(=O)n1-c1cccc(NC(=O)c2cccs2)c1	6	-2	9
8	2.9	5	-11	-12	-7	OCC1(CCOc2ccccc2)CCN(Cc2ccccc2OC(F)F)CC1	-6	-6	-4
2	-1.3	2	-1	0	-3	CCN(CC)C(=O)c1ccc(CS(=O)(=O)Cc2ccccc2)cc1	x	-11	-6
4	0.5	1	18	0	-2	CN(c1ccccc1)S(=O)(=O)c1ccc(Cl)c(C(=O)Nc2ccc(N3CCOCC3)cc2)c1	0	1	6
9	0.1	-4	1	-2	3	N#Cc1nc(-c2cccs2)oc1N1CCN(Cc2ccccc2)CC1	5	85*	-6
4	5.5	-12	24	-1	-19	O=C(c1cnn2c(-c3ccccc3)cc(-c3ccccc3)nc12)N1CCN(Cc2ccccc2)CC1	6	3	8
15	-0.1	-2	-5	0	4	Cc1ccc(/C=C2/Sc3ccc(C(=O)NCCN4CCOCC4)cc3NC2=O)cc1	3	-9	3
4	0.8	8	-13	2	21	CCn1c(=O)n(CC(=O)N(C)Cc2ccccc2)c(=O)c2ccccc21	2	-8	-5
18	279*	-23	-320	147*	-9	CCOC(=O)/C(=C/C=C1\Sc2cc(OCC)c(OCC)cc2N1CC)C(C)=O	163*	12	36*
25	-5.2	-7	-14	6	-5	O=C(NCCc1csc(-c2ccccc2)n1)c1c(F)cccc1F	2	17	6
1	-0.5	6	3	1	-3	CSc1ccccc1-c1n[nH]c(=S)o1	x	-1	-13
1	0.1	-2	-3	-2	3	CC1CC(C)CN(C(=O)Cn2nnc(-c3ccccc3)n2)C1 (configuration not stated)	4	-30	3

Next part:
M4 ag	CRFBP-R2 agonist	CHRM5 PAM	CRFR2-BP antag	CHRM5 agonist	M4 PAM	SMILES	IDE inh	CHRM4 antagonist	CHRM5 antagonist
1	2.5	6	0	2	5	COc1cc(C(CC(=O)N2CCCC2)c2c(OC)cc(OC)c3ccc(=O)oc23)cc(OC)c1OC (configuration not stated)	4	-2	7
1	-2.5	0	3	-14	-2	Cc1oc2ccccc2c1CC(=O)NCCCN(C)C	-1	5	1
1	0.6	4	-4	-7	2	CCC(C)(C)NC(=S)Nc1ccccc1C	-2	7	5
1	-0.9	-2	12	2	5	CCCN(CC(=O)Nc1ccccc1C)C(=O)c1ccc2c(c1)S(=O)(=O)N=C1CCCCCN12	-5	2	9
0	0.8	-5	-11	2	2	C=CCOc1ccc(C=Nc2ccc(C)c(Cl)c2)c(O)c1	4	4	-6
1	-3.9	-1	-4	4	9	CC(=O)C[C@H]1c2cc(C(F)(F)F)ccc2S(=O)(=O)N1c1ccccc1	4	0	1
0	0.8	-14	31	-13	-2	Nc1nonc1/C(=N/O)N1CCN(CCO)CC1	5	-3	5
1	-1.0	-1	16	3	-2	CCOc1ccc(CNC(=O)c2ccc3nc(N4CCOCC4)sc3c2)cc1	2	-4	0
21	-3.9	-7	-9	3	-5	COc1ccc(CNC(=O)c2ccc3c(c2)N(C)CCS3)cc1	2	4	10
2	-1.0	-1	-16	-1	10	CN(CC(=O)Nc1ccc(Cl)c(C(F)(F)F)c1)C(=O)C1CC(=O)N(C2CCCC2)C1 (configuration not stated)	-2	-1	7

A run of entries from further up:
M4 ag	CRFBP-R2 agonist	CHRM5 PAM	CRFR2-BP antag	CHRM5 agonist	M4 PAM	SMILES	IDE inh	CHRM4 antagonist	CHRM5 antagonist
1	-3.9	-1	-4	4	9	CC(=O)C[C@H]1c2cc(C(F)(F)F)ccc2S(=O)(=O)N1c1ccccc1	4	0	1
0	0.8	-14	31	-13	-2	Nc1nonc1/C(=N/O)N1CCN(CCO)CC1	5	-3	5
1	-1.0	-1	16	3	-2	CCOc1ccc(CNC(=O)c2ccc3nc(N4CCOCC4)sc3c2)cc1	2	-4	0
21	-3.9	-7	-9	3	-5	COc1ccc(CNC(=O)c2ccc3c(c2)N(C)CCS3)cc1	2	4	10
2	-1.0	-1	-16	-1	10	CN(CC(=O)Nc1ccc(Cl)c(C(F)(F)F)c1)C(=O)C1CC(=O)N(C2CCCC2)C1 (configuration not stated)	-2	-1	7
